# B2AR arrestin: qHTS assay of beta-arrestin-biased ligands of beta2-adrenergic receptor | Beta-2 adrenergic receptor (Homo sapiens), P07550 | 0.02% of 330,000 active | beta-arrestin recruitment to beta2AR, cell-based reporter | Potency, µM (doses to about 46.1 µM), for the others: top-dose activation, actives largely listed as activators | AID 492947, 2010;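 further: potency means the concentration at half of the fitted maximal effect; 0% = DMSO controls and full agonism = EC100 isoproterenol or metaproterenol; nearly all actives have a fitted effect of over 65% in size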
# Target sequence (P07550 whole entry, looked up): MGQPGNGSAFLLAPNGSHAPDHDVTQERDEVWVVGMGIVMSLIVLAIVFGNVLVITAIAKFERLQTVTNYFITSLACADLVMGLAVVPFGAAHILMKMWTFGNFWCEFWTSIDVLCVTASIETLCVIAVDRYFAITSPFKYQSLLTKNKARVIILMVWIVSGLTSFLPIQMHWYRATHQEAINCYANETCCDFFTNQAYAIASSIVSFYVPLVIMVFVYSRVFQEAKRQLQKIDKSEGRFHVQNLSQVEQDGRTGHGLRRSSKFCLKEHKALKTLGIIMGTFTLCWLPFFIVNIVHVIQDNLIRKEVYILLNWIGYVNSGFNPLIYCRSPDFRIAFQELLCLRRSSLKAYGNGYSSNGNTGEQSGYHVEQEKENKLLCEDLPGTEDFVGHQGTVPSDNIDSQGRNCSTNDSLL
# Eya2 inh: qHTS Assay for Inhibitors of the Phosphatase Activity of Eya2; Protein phosphatase EYA2 (Homo sapiens), O00167; recombinant Eya2, OMFP fluorescence dephosphorylation (OMFP is methylfluorescein phosphate); Potency, µM (series often up to 76.9 µM), for the others: top-dose activity, negative = inhibition, hits mostly inhibitors; 0.006% of 330,000 active; further: potency means the concentration at half of the fitted maximal effect
#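 Eya2 (0.2 uM) preincubated 10 min at ambient with compound, then OMFP substrate added at 50 uM; 10 min reaction in 50 mM HEPES pH 7.5, 50 mM NaCl, 5 uM MgCl2, 0.05% BSA, 1 mM DTT. Fluorescence read at Ex 485/Em 525 nm.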
# KCNH2 WT inh: qHTS for Inhibitors of KCHN2 3.1: Wildtype qHTS. U2OS, BacMam KCNH2, thallium flux FluxOr; hits give low values. activity change, % at 1.84 µM. Voltage-gated inwardly rectifying potassium channel KCNH2 (Homo sapiens), Q12809. 0.37% of 340,000 active. AID 720551, 2013;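 active means maximum activity change below -70%; inconclusive means maximum activity change between -70% and -50%; inactive means maximum activity change above -50%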
#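 U2OS cells were transduced with wild-type KCNH2 virus (2.03 x 10^8 / mL) for 4 h at room temperature, then cultured overnight at 37 C. Thallium flux was read with FluxOr dye. Rate constants were normalized to DMSO controls.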
# Chronic BCR inh: qHTS Assay to Find Inhibitors of Chronic Active B-Cell Receptor Signaling. Potency, µM (top dose mostly 46.1 µM), inactives show top-dose ratio change, negative = lower green/red ratio, hits mostly inhibitors. ABC-DLBCL IkBa-CBG/CBR reporter, luminescence ratio, 4 h. AID 493014, 2011. 0.05% of 340,000 active; active means well fitted inhibition curve with a large enough effect in the signal ratio, with a control signal flat, not every such curve was filed as active; inconclusive means small, poorly fitted or top-dose-only effect, or effect the other way, or a change in a side signal; the % refers to the signal ratio;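 further: potency means the concentration at half of the fitted maximal effect; plate controls were basal doxycycline-induced cells for no effect and cells given 10 µM MG132 for full effect; MG132 reads +100%, hits lower the ratio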
#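 TMD8 human ABC-DLBCL cells with doxycycline-inducible IκBα–green luciferase fusion and unfused red luciferase, in 0.5% FBS medium; compounds up to 46 uM, 4 h at 37C. Green/red luminescence ratio, filter-overlap corrected, fitted to concentration-response curves.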
# KCNH2 3.1 block: qHTS for Inhibitors of KCHN2 3.1: Mutant qHTS; Potassium voltage-gated channel subfamily H member 2, brain isoform KCNH2 3.1 (human); U2OS KCNH2 3.1, thallium flux FluxOr; hits give low values; activity change, % (tested at about 1.8 µM); 0.95% of 340,000 active; AID 720553, 2013;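 active means maximum activity change below -70%; inconclusive means maximum activity change from -70% to -50%; inactive means maximum activity change above -50%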;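 further: thallium influx rate constant from kinetic fluorescence after stimulation buffer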
#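 Virally transduced U2OS (3.1 isoform, 4 h infection in dark at RT) → overnight 37 C → FluxOr + Red40 in HBSS/HEPES, 45 min → stimulation buffer, 2 min kinetic read → rate constant vs DMSO controls.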
# Giardia killer: Small Molecules that selectively kill Giardia lamblia: qHTS; Giardia lamblia trophozoite viability; 0.15% of 340,000 active; activity change, % at 7.66 µM, hits read low; AID 540267, 2011; in the data active means activity change below about -80%; inconclusive means between about -30% and that limit;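 further: parasites exposed to compound for two days anaerobically before the ATP read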
#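 Viability, read as ATP luminescence: trophozoites at 100 cells/well, compound added, 48 hrs anaerobic at 37 deg C, then 15-30 min room-temperature development before reading.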
# uPA generation: qHTS for Inhibitors of Cell Surface uPA Generation; cell surface uPA generation assay, qHTS; Potency, µM (top dose mostly 38.3 µM), for inactives: at the top dose activity change, negative = inhibition, hits mostly inhibitors; 0.31% of 330,000 active; AID 540303, 2011; active means well fitted inhibition curve with a large enough effect; inconclusive means small, poorly fitted or top-dose-only effect; inactive means no such curve, though single readings can be large or run the other way; tested in mouse RAW 264.7 cells; further: potency means the concentration at half of the fitted maximal effect; nearly all actives have a fitted effect of over 55% in size
# PKM2 act: qHTS Assay for Activators of Human Muscle isoform 2 Pyruvate Kinase | 0.34% of 260,000 active | purified PKM2, Kinase-Glo ATP luminescence, activation; response scale: 0% is enzyme alone, no compound | Pyruvate kinase PKM (Homo sapiens), P14618 | AID 1631, 2009 | Potency, µM (doses to about 57.5 µM), without a hit: at the highest dose activation, hits mostly activators; further: potency means the concentration at half of the fitted maximal effect; nearly all actives have a fitted effect of over 55% in size
#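 Kinase-Glo luminescence reports ATP generated from ADP (0.1 mM) and PEP (0.5 mM) by purified hPK-M2 after 1 h at room temperature, pH 7.2 imidazole buffer; intermediate enzyme activity allows detecting inhibitors and activators.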
# FBPA coupling cs: qHTS Assay for Inhibitors of Fructose-1,6-bisphosphate Aldolase from Giardia Lamblia: Coupling assay counterscreen. coupling enzyme system counterscreen, AmpLite Red fluorescence. activity change, negative = inhibition, % at 58.2 µM, hits read low. 0.67% of 290,000 active; in the data active means activity change below about -30%
#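 Compounds tested against the coupling enzymes alone at 57.5 uM final; readout was AmpLite Red fluorescence (525/598 nm) after 20 min at RT.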
# GALK inhibitor: qHTS Assay for Inhibitors of Human Galactokinase (GALK). 0.007% of 270,000 active. AID 1868, 2009. Potency, µM (top dose mostly 57.5 µM), inactives show top-dose activity change, negative = inhibition, usual class: inhibitors. Purified GALK, Kinase-Glo residual ATP luminescence; further: potency means the concentration at half of the fitted maximal effect
#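 5 nM enzyme, 35 uM ATP, 100 uM galactose, 20 mM HEPES pH8.0, 5 mM MgCl2; 1 h RT; residual ATP by Kinase-Glo Plus luminescence, qHTS format.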
# USP2a inh: qHTS Assay for Inhibitors of Ubiquitin-specific Protease USP2a Using CHOP2 as the Reporter; AID 463254, 2010; 0.01% of 330,000 active; USP2 core, Ub-CHOP2 coupled fluorogenic reporter, 485/531; Ubiquitin carboxyl-terminal hydrolase 2 (Homo sapiens), O75604; Potency, µM (doses to about 38.3 µM), without a hit: at the highest dose activity change, negative = inhibition, most hits filed as inhibitors;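 further: potency means the concentration at half of the fitted maximal effect; plate controls were DMSO wells for no effect and full inhibition by NEM control for full effect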
# Target sequence (O75604 whole entry, looked up): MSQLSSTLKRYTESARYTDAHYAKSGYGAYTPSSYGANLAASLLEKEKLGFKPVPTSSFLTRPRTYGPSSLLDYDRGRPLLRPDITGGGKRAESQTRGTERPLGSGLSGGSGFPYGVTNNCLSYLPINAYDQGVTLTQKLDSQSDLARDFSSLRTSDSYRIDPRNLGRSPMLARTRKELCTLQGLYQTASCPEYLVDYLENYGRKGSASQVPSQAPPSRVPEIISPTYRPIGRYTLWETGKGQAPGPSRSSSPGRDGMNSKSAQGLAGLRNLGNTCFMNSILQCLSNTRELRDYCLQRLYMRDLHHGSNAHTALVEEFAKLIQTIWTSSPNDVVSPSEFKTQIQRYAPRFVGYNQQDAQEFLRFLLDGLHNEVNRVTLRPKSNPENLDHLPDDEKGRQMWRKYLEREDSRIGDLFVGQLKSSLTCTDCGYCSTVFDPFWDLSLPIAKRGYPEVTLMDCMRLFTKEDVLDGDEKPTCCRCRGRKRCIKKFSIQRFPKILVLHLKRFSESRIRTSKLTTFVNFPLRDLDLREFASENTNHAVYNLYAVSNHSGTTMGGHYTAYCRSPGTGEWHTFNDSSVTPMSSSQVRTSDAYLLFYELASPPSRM
#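 USP2 core (10nM final) preincubated 30min RT with compound in 20mM Tris-HCl pH 8.0, 2mM CaCl2, 2mM beta-mercaptoethanol, 0.05% CHAPS; 25nM Ub-CHOP2 plus 25nM reporter substrate added, fluorescence (Ex485/Em531) read after 60min.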
# The depositor's hits bear a star; ? = inconclusive; . = not tested or not shown; [ ] = another dose, or the depositor's remark. Unless noted, the call rests on the fitted dose curve; in most records, active means well fitted curve in the direction sought with a large enough effect; inconclusive means small, poorly fitted or top-dose-only effect, or another doubt; inactive means no such curve, though single readings can be large; an effect the other way counts as inactive or inconclusive. Unless noted, on the % scale 0 is the no-effect control and ±100 the full control effect.
# Values in the order: B2AR arrestin	Eya2 inh	KCNH2 WT inh	Chronic BCR inh	KCNH2 3.1 block	Giardia killer	uPA generation	PKM2 act	FBPA coupling cs	GALK inhibitor	USP2a inh
COc1ccccc1N=C1SC(C(=O)Nc2cccc(Cl)c2Cl)C(N)=C1C(N)=O (stereo unspecified)
 : -1.0%	-20%	2	?	-9	-2	-6%	4%	0	-3%	2%
CNC(=O)c1ccccc1Sc1cccc2cccc(C(=O)O)c12
 : 0.4%	-6%	0	?	-8	0	6%	.	-1	5%	3%
Cc1nn(-c2ccccc2)c(C)c1C(=O)OCC(=O)Nc1ccccc1
 : 0.1%	9%	-10	-14%	-11	-8	-8%	.	.	.	0%
Cc1cc(=O)oc2cc(NC(=O)C(C)Oc3cccc(Cl)c3)ccc12 (stereo unspecified)
 : -1.3%	-2%	2	?	-10	-4	-3%	.	.	.	2%
Cc1cnc(C(=O)OCC(=O)NCc2ccc3c(c2)OCO3)cn1
 : -0.1%	17%	8	-2%	14	8	-2%	-2%	2	0%	9%
COc1ccc(C)cc1S(=O)(=O)N1CCN(Cc2ccccc2)CC1
 : 0.0%	-11%	11	2%	15	3	-3%	?	0	0%	-2%
O=C(COc1ccc2ccc(=O)oc2c1)Nc1cccc(S(=O)(=O)N2CCCCC2)c1
 : -0.1%	21%	9	-10%	0	-11	-4%	.	.	.	4%
O=C(O)CN=C(NS(=O)(=O)c1ccccc1)c1ccccc1
 : 0.0%	8%	9	13%	11	3	-3%	-2%	1	-1%	0%
Cc1cc(C(=O)Nc2cccc3ccccc23)n(-c2ccccc2)n1
 : 0.0%	-7%	-27	?	.	-2	-2%	-5%	-11	-1%	-7%
O=[N+]([O-])c1cccc(-c2nc(N3CCOCC3)c3ccccc3n2)c1
 : -0.4%	4%	.	2%	.	.	.	-3%	-3	4%	2%
C[C@@H](NC(=O)c1nc[nH]c1C(=O)N1CCN(C(=O)OC(C)(C)C)CC1)c1ccccc1
 : 0.0%	-5%	.	3%	.	-12	28%	.	.	.	0%
O=C(COC(=O)c1cnc(Cl)c(Cl)c1)NCc1ccc2c(c1)OCO2
 : -0.5%	4%	-9	-17%	0	-1	-4%	5%	0	0%	4%
Cc1cc(C)c2nc(N3CCC(C(=O)NCCN4CCOCC4)CC3)sc2c1
 : 0.3%	5%	6	2%	-26	-4	-3%	-5%[0.46 µM]	0	-2%	0%
CCn1cnc2cc(NCc3ccc(Br)cc3)ccc21
 : -0.6%	?	13	4%	-25	20	-2%	.	2	3%	1%
O=C(O)C1=CC[C@@H](c2ccc(Cl)cc2)N(S(=O)(=O)c2ccc(Cl)cc2)[C@H]1c1cccc(Cl)c1
 : 0.0%	-1%	-13	-1%	-17	?	-2%	.	.	.	-4%
Cc1cc(N2C(=O)c3ccc(C(=O)Nc4ccc(CC(=O)O)cc4)cc3C2=O)no1
 : -3.8%	0%	-9	0%	-3	-18	-3%	-2%	-1	5%	-2%
CC1CC(O)(Cc2ccccc2)C(C)CN1C (stereo unspecified)
 : -1.0%	22%	2	6%	3	-3	6%	-3%	0	0%	-2%
COC(=O)[C@@H](NC(=O)NCc1ccccc1Cl)C(C)C
 : -0.2%	2%	13	-5%	21	2	-1%	-3%	0	3%	2%
CCNC(=S)N/N=C/c1ccc(OCCOc2ccccc2C)cc1
 : -0.3%	-14%	2	?	-16	1	.	-5%	2	0%	0%
O=C(CSc1nnc(-c2cccnc2)n1C1CCCCC1)NC1CCCCC1
 : 0.3%	2%	-5	2%	-5	-4	.	4%	1	3%	3%
Cc1ccc(NC(=O)CSc2nccn2Cc2ccco2)c(C)c1
 : 5.8%	15%	-20	4%	2	-27	-10%	-2%	1	7%	1%
CCc1ccc(NC(=O)C2CCCN(S(=O)(=O)c3ccc4c(c3)CCCN4C(C)=O)C2)cc1 (stereo unspecified)
 : 0.5%	-24%	?	-13%	-5	6	3%	2%	4	0%	3%
O=C(NCC1CCCO1)C1CCN(C(=O)c2ccc(Br)cc2)CC1 (stereo unspecified)
 : 0.5%	-12%	-11	-11%	-4	18	5%	-1%	-1	-2%	0%
COC(=O)C1CCN(S(=O)(=O)c2cn(C)c(=O)n(C)c2=O)CC1
 : -0.1%	4%	4	2%	1	11	2%	-1%	-1	0%	2%
O=C(C1=C[C@@H](c2coc3ccccc3c2=O)C[C@@H](OCCCCO)O1)N1CCN(Cc2ccc3c(c2)OCO3)CC1
 : -0.4%	-8%	0	?	8	1	7%	4%	2	5%	-3%
CCCCC(=O)NC(Nc1cc(C)ccn1)(C(=O)OCC)C(F)(F)F (stereo unspecified)
 : -0.4%	-3%	-3	?	0	12	11%	0%	0	0%	1%
CC1=NN(C(=O)c2ccccc2F)C(O)(c2ccc(Cl)cc2)C1 (stereo unspecified)
 : -0.3%	4%	-1	?	6	-21	-7%	0%	-4	-1%	1%
CCOc1ncccc1C(=O)N1CCN(c2cccc(C)c2C)CC1
 : -0.3%	7%	3	?	26	-8	-9%	11%	3	6%	2%
CCOC(=O)C1CCN(CC(=O)N2C(C)CCCC2C)CC1 (stereo unspecified)
 : -0.7%	-1%	-5	-1%	-5	9	8%	3%	-2	1%	-1%
COc1cc(/C=N/NC(=O)c2ccc3nc[nH]c3c2)cc(OC)c1OC
 : -0.2%	-2%	3	?	0	-11	-1%	0%	2	11%	-5%
CCOC(=O)N1CCC(N2C(=O)c3ccccc3C2Nc2ccc(S(=O)(=O)N3CCCCC3)cc2)CC1 (stereo unspecified)
 : 3.1%	-4%	.	-14%	.	.	.	3%	0	4%	-1%
COc1ccc(NC(=O)CN(C)C(=O)CCCc2c[nH]c3ccccc23)cc1
 : 3.6%	-5%	1	-3%	-11	0	6%	.	.	.	4%
O=C(c1cc(Cl)cc(Cl)c1)N1CCOCC1
 : -0.4%	-2%	-22	?	-8	-3	3%	4%	1	-5%	-2%
Cc1ccccc1NC(=O)c1ccc(CN2CCC(Cc3ccccc3)CC2)cc1
 : -0.2%	9%	17	?	-39	24	-4%	2%	1	.	1%
COC(=O)C(C)NC(=O)C12CC3CC(CC(C3)C1)C2 (stereo unspecified)
 : -0.6%	0%	3	-2%	-16	3	0%	3%	0	0%	0%
Cc1[nH]n(-c2ccccc2)c(=O)c1C=NCc1ccco1
 : 0.0%	5%	.	?	.	.	.	1%	-1	-3%	-1%
O=S(=O)(Nc1ccccc1)c1ccc(S(=O)(=O)N2CCCC2)cc1
 : 0.4%	?	-4	-2%	14	25	5%	.	.	.	3%
COC(=O)c1cc(NC(=O)c2ccc(OC)cc2)c(=O)oc1C
 : -0.3%	11%	-3	1%	16	2	-2%	-5%	0	7%	2%
COc1cccc(C(=O)Nc2ccc(NC(=O)c3ccco3)c(Cl)c2)c1
 : 0.0%	2%	-4	?	5	10	9%	13%	-11	-1%	-6%
CCOc1ccc(N2C(=O)S/C(=C\c3ccc(O)c(OCC)c3)C2=O)cc1
 : -0.4%	2%	-4	?	5	-9	-8%	1%	2	1%	8%
COCCCNC(=O)COc1ccc(S(=O)(=O)Nc2ccccc2)cc1
 : -0.2%	15%	-7	5%	0	-11	12%	14µM*	9	0%	0%
CC(C)=CCc1c2c(c3occ(-c4ccc(O)c(O)c4)c(=O)c3c1O)C=CC(C)(C)O2
 : .	.	8	.	4	-16	-15%	.	-11	.	.
COc1ccc(CCNC(=O)CS(=O)(=O)c2cn(CC(=O)N(C(C)C)C(C)C)c3ccccc23)cc1OC
 : 0.2%	9%	2	?	-2	19	-1%	11%	.	-3%	-2%
Cn1cc(Cl)c(C(=O)N/N=C/c2ccc3c4c(cccc24)CC3)n1
 : 0.4%	-4%	2	?	0	-30	?	.	0	0%	3%

# Only KCNH2 3.1 block, Eya2 inh and USP2a inh, for some of the entries so far:
SMILES | KCNH2 3.1 block | Eya2 inh | USP2a inh
CCOC(=O)N1CCC(N2C(=O)c3ccccc3C2Nc2ccc(S(=O)(=O)N3CCCCC3)cc2)CC1 (stereo unspecified) | . | -4% | -1%
COc1ccc(NC(=O)CN(C)C(=O)CCCc2c[nH]c3ccccc23)cc1 | -11 | -5% | 4%
